Bioassay records deposited in PubChem by National Center for Advancing Translational Sciences (NCATS).
Vif-APOBEC3G blk – blocks the Vif interaction with human APOBEC3G | Q9HC16 | HeLa A3G-eYFP + Vif (tagged APOBEC3G with the HIV-1 protein that degrades it), YFP fluorescence, overnight | Potency, µM (doses to about 46.1 µM), for the others: at the top dose activity, negative = active, hits mostly inhibitors | 410,000 compounds, 0.076% hits | AID 602310;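 note: potency is the fitted concentration of half-maximal effect; % is set by controls: 0 for no effect and ±100 for the full control effect; nearly all actives have a fitted effect of over 60% in size; hits raise eYFP signal because A3G escapes Vif-driven loss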
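HeLa cells stably expressing Vif and C-terminally eYFP-tagged A3G, seeded overnight at 37 deg C, then exposed to compound by pintool overnight at 37 deg C. Rise in yellow fluorescence (Ex 488/Em 500-530, Acumen) marks blocked Vif-driven A3G degradation.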
Glioma ERSR ind – inducers of ER stress response in human glioma cells | U87-MG GRP78 promoter luciferase reporter, 16 h | Potency, µM, inactives show at the top dose activation, most hits filed as activators | 420,000 compounds, 0.02% hits; note: potency is the fitted concentration of half-maximal effect; series mostly up to about 76 µM; % of control where 0% means no effect; nearly all actives have a fitted effect of over 35% in size
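Stably transfected U87-MG glioma cells carrying a GRP78-based luciferase sensor; 16 h compound incubation. Luminescence end-point read 10 min after Bright-Glo addition at room temperature.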
Vif-A3F inh – Vif-A3F binding inhibition; HeLa A3F-eYFP + Vif (tagged APOBEC3F with the HIV-1 protein that degrades it), YFP fluorescence increase; 390,000 compounds, 0.2% hits; Potency, µM (top dose mostly 46.1 µM), without a hit: at the highest dose activity, negative = active; note: potency is the fitted concentration of half-maximal effect; % of control where 0% means no effect; nearly all actives have a fitted effect of over 65% in size
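HeLa cells stably expressing A3F-eYFP plus Vif, plated and incubated overnight at 37 deg C, then exposed to compounds overnight at 37 deg C. Blocked degradation read as raised yellow fluorescence (Ex 488/Em 500-530).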
TrxR1 substrate – substrates of rat thioredoxin reductase 1; purified TrxR1 substrate turnover, NADPH consumption readout; O89049; 390,000 compounds, 0.01% hits; Potency, µM (titrated, usually from 114 µM), without a hit: at the highest dose activity change, negative = substrate turnover; note: potency is the fitted concentration of half-maximal effect; % is set by controls: 0 for no effect and ±100 for the full control effect; nearly all actives have a fitted effect of over 50% in size
Target sequence (O89049 whole entry, looked up): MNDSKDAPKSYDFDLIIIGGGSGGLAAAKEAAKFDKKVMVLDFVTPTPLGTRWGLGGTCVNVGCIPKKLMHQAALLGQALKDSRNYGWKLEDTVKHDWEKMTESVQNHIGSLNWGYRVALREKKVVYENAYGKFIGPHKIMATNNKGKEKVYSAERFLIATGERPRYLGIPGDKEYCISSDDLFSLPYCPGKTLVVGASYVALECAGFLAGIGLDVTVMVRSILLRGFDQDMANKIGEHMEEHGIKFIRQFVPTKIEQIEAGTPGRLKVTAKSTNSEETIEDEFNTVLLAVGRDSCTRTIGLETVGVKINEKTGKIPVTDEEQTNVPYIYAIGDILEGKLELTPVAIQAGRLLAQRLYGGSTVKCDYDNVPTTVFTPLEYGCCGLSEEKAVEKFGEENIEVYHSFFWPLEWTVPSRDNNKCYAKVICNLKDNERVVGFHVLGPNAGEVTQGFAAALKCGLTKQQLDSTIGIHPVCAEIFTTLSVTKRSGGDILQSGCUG
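Rat TrxR1, dispensed at 90 nM, was prereduced with 400 uM NADPH (final) for 5 min at ~22 deg C, then incubated with compound 15 min before 400 uM selenite. A first-read NADPH fluorescence drop versus no-compound background flagged substrates.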
rTrxR1 inhibitor – rat TrxR1 inhibition; Potency, µM (highest dose often 114 µM), without a hit: at the top dose activity change, negative = inhibition, actives largely listed as inhibitors; 390,000 compounds, 1% hits; AID 588453; O89049; recombinant rTrxR1, NADPH fluorescence consumption, selenite substrate; note: potency is the fitted concentration of half-maximal effect; % is set by controls: 0 for no effect and ±100 for the full control effect; nearly all actives have a fitted effect of over 65% in size
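Rat TrxR1 (90 nM in the dispensed reagent) was pre-reduced with 400 uM NADPH for 5 min at room temperature, then incubated with compound for 15 min. After 400 uM selenite was added, NADPH fluorescence (Ex 340/Em 450 nm) was followed for 8 min.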
USP1 inh – inhibitors of human USP1/UAF1 deubiquitinase | O94782 | recombinant USP1/UAF1, Ub-Rhodamine cleavage fluorescence | Potency, µM (titrated, usually from 57.1 µM), without a hit: top-dose activity change, negative = inhibition, most hits filed as inhibitors | 390,000 compounds, 0.23% hits; note: potency is the fitted concentration of half-maximal effect; % is set by controls: 0 for no effect and ±100 for the full control effect; nearly all actives have a fitted effect of over 60% in size; inactives centre near -12
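High-throughput fluorogenic screen: 1nM USP1/UAF1 complex, Ub-Rho substrate 150nM final, 50mM HEPES pH 7.8 with 0.5mM EDTA, 0.1 mg/ml BSA, 1mM TCEP and 0.01% Tween-20.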
IDH1 R132H inh – blocks human mutant IDH1 R132H enzyme | O75874 | IDH1-R132H enzyme, NADPH consumption, diaphorase/resazurin fluorescence | Potency, µM (highest dose often 76.6 µM), inactives show at the top dose activity change, negative = inhibition, usual class: inhibitors | 390,000 compounds, 0.093% hits | AID 602179; note: potency is the fitted concentration of half-maximal effect; % is set by controls: 0 for no effect and ±100 for the full control effect; nearly all actives have a fitted effect of over 65% in size
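IDH1-R132H (0.5 ug/mL) preincubated 30 min with compound, then NADPH (0.016 mM) and alpha-KG (2 mM) added; 80 min at RT, pH 7.5. Remaining NADPH coupled via diaphorase/resazurin to fluorescence (540/590 nm); concentration-response curves normalized to no-enzyme control.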
RGS4 inh – human RGS4 inhibition; P49798; Transcreener GDP fluorescence polarization, RGS4-accelerated GTP hydrolysis; Potency, µM (doses to about 114 µM), inactives show at the highest dose activity change, negative = inhibition, hits mostly inhibitors; 390,000 compounds, 0.039% hits; AID 504845; note: potency is the fitted concentration of half-maximal effect; % is set by controls: 0 for no effect and ±100 for the full control effect; nearly all actives have a fitted effect of over 75% in size; some results filed as inactive show a strong effect at the top dose
Target sequence (P49798 whole entry, looked up): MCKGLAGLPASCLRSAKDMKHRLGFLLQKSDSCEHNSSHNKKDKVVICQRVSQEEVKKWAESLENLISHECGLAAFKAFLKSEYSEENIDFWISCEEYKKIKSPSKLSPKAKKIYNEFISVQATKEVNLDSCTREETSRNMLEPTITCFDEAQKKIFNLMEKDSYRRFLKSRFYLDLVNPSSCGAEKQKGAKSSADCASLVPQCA
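MLSMR compounds (23 nl, pin-transferred) preincubated 10 min at room temperature with a 500nM (2x) first reagent, then RGS4 at 900nM (2x) plus Transcreener GDP mix added; fluorescence polarization (620/688 nm) read before and after 90 min at 30 °C.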
LDHA inh – inhibitors of human lactate dehydrogenase A | activity change, % (values are at about 110 or 230 µM) | purified LDHA, NADH/diaphorase-resazurin fluorescence; hits give low values | 480,000 compounds, 0.15% hits; in the data active = activity change below about -30%; inconclusive = mostly about -25% to -30%;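 note: plate controls were DMSO wells for no effect and wells without enzyme for full effect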
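Enzyme activity of human lactate dehydrogenase 5 (2 nM; 0.06 mM NADH, 0.2 mM pyruvate, 5 min, RT) is measured via a resazurin/diaphorase fluorescence readout of residual NADH.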
An asterisk follows results filed as active; i = inactive; ? = inconclusive; / = no result given; & = joins results of further samples; [ ] = remark or other dose. Unless noted, calls come from the whole dose curve; as a rule, active = well fitted curve in the direction sought with a large enough effect; inconclusive = small, poorly fitted or top-dose-only effect, or another doubt; inactive = no such curve, though single readings can be large; an effect the other way counts as inactive or inconclusive. The list is partial, so the mix of outcomes need not match the whole.

(1) CC(C)(C)OC(=O)NCCCCCO
(2) CC(=O)c1cccc(NC(=O)CCNS(=O)(=O)c2cccc3nonc23)c1
(3) COC(=O)CCC(=O)N1CCCC(CO)(Cc2ccccc2C)C1 (stereo not given)
(4) Cc1cccc(C)c1Nc1c(-c2ccccn2)nc2ccc(Cl)cn12
(5) COc1ccc(C(=O)/C=C/C(=O)N(CC(=O)NCCC(C)C)Cc2cccs2)c(O)c1
(6) Cc1ccc(S(=O)(=O)N2CCN(C(=O)COC(=O)C3(C)CC3(Cl)Cl)CC2)c(C)c1 (stereo not given)
(7) Cc1cc(OC(=O)c2ccccc2[N+](=O)[O-])c([N+](=O)[O-])c(=O)[nH]1
(8) COc1ccc(COC(=O)c2cccc(S(=O)(=O)N3CCCC3)c2)cc1F
screen / no.	1	2	3	4	5	6	7	8
Vif-APOBEC3G blk	0%	-1%	-1%	0%	-24%	0%	4%	4%
Glioma ERSR ind	1%&-7%	-7%	-6%	0%	9%	-4%	-1%	-4%
Vif-A3F inh	6%	-7%	1%	3%	14%	3%	-11%	-17%
TrxR1 substrate	0%	-3%[57.1 µM]	3%	-2%	-5%	-6%	-8%	-3%
rTrxR1 inhibitor	4%	-7%[57.1 µM]	27%	-11%	2.8µM*	8%	5%	10%
USP1 inh	-17%	4%	-25%	-9%	-2%	-27%	7%	-17%
IDH1 R132H inh	-2%	6%	-3%	2%	3%	2%	9%	-6%
RGS4 inh	26%	2%	9%	-9%	-12%[56.9 µM]	8%	22%	31%
LDHA inh	-11	-6	-2	2	-1	2	-1	-6

(9) C=CCN1CCc2nc(N)sc2CC1
(10) CCC(=O)Nc1ncc2c(n1)CC(c1ccco1)CC2=O (stereo not given)
(11) Cc1ccc(-c2cn3c(n2)sc2cc(C(=O)N4CCCCC4)ccc23)cc1
(12) Cc1cc(NC(=O)c2cccs2)cc(-c2nc3cc(Cl)ccc3o2)c1O
(13) COc1ccc(C2=NOC(C(=O)NCCN3CCOCC3)C2)cc1 (stereo not given)
(14) CCOC(=O)c1cc(C#N)c(SCC(=O)Nc2ccc(C(C)=O)cc2)[nH]c1=O
(15) COc1ccc(C(=O)Nc2sc3c(c2C#N)CCN(C(C)=O)C3)cc1
(16) Cc1ccc(C(=O)O/N=C(\c2ccccc2)c2cccnc2)cc1
screen / no.	9	10	11	12	13	14	15	16
Vif-APOBEC3G blk	1%	1%	-1%	1%	1%	1%	10µM*	0%
Glioma ERSR ind	-4%&-3%&-4%	-4%	-1%	-2%	-4%	3%	-2%	-5%
Vif-A3F inh	4%	-5%	-1%	-4%	0%	-14%	-14%	-20%
TrxR1 substrate	-8%	8%	-4%	1%[11.4 µM]	8%	-2%	0%	4%
rTrxR1 inhibitor	6%	-3%	-1%	14%	14%	-17%	?	13%
USP1 inh	7%	-3%	-14%	-26%	-12%	-9%	-9%	-6%
IDH1 R132H inh	-9%	2%	-8%	-4%	2%	3%	5%	2%
RGS4 inh	i	6%	9%	-2%	-2%	-20%	3%	3%
LDHA inh	12	7	0	-1	-7	4	3	-3

(17) O=C(CSc1nc2ccccc2c(=O)n1CCCO)NC1CC1
(18) Cc1ccc(NC(=O)CN2C=NS(=O)(=O)c3ccccc32)c(C)c1
(19) CN(C1CCCCC1)S(=O)(=O)Cc1ccccc1
(20) CC1CCCC(C)N1CC(O)COCc1ccccc1F (stereo not given)
(21) Cc1ccc(CNC(=O)CSc2c3c(nc4ccc(Cl)cc24)CCCC3)cc1
(22) COc1ccccc1N1CCN(CC(=O)Nc2ccc3c(c2)OCCO3)CC1
(23) CC(O)Cc1cn(CC(=O)N2CCNCC2)nn1 (stereo not given)
(24) COc1ccc(S(=O)(=O)NC2CC(=O)N(c3cccc(F)c3)C2)cc1OC (stereo not given)
screen / no.	17	18	19	20	21	22	23	24
Vif-APOBEC3G blk	-2%	1%	-2%	0%	-2%	4%	2%	1%
Glioma ERSR ind	-3%	-2%	1%	-4%	-4%	3%	15%	-7%
Vif-A3F inh	-10%	-1%	-3%	-12%	-8%	-1%	10%	6%
TrxR1 substrate	5%	-5%[57.1 µM]	-2%	11%	-4%	-5%	1%	0%
rTrxR1 inhibitor	17%	15%[57.1 µM]	-15%	31%	1%	2%	15%	-4%
USP1 inh	-16%	-5%	-7%	-3%	?	-1%	-8%	-17%
IDH1 R132H inh	6%	-12%	7%	10%	0%	4%	2%[38.3 µM]	4%
RGS4 inh	-7%	-4%	?	6%	4%	0%	9%	-23%
LDHA inh	-2	1	1	-13	-16	-9	-3	-3

(25) COC(=O)C1=C(C)NC(=S)N(C(C)=O)C1c1ccccc1 (stereo not given)
(26) O=C(CCN1C(=O)C2CCCCC2C1=O)N1CCN(S(=O)(=O)c2c(F)cccc2F)CC1 (stereo not given)
(27) O=C(Cc1ccc(Cl)cc1)NNC(=S)NC(=O)c1cccs1
(28) NS(=O)(=O)c1ccc(CNS(=O)(=O)c2ccc3c(c2)OCCO3)cc1
(29) COc1cccc(C2C(C(=O)c3ccco3)=C(O)C(=O)N2CCCN2CCOCC2)c1OC (stereo not given)
(30) CCOC(=O)C1C(=O)NC(C)C1c1ccccc1 (stereo not given)
(31) Cc1ccc(NC(=O)c2oc(=O)c3ccccc3c2-c2ccccc2)c(C)c1
(32) CCCc1ccc2oc(C(=O)N(C)Cc3ccn[nH]3)c(C)c2c1
screen / no.	25	26	27	28	29	30	31	32
Vif-APOBEC3G blk	-5%	-5%	3%	0%	-5%	-1%	0%	-4%
Glioma ERSR ind	-10%	1%	-3%	-2%	-12%	2%	-3%	1%
Vif-A3F inh	4%	-7%	?	-8%	15%	/	3%	2%
TrxR1 substrate	4%[57.1 µM]	9%[57.1 µM]	-2%	2%	-15%	-7%	-9%	-8%
rTrxR1 inhibitor	3%[57.1 µM]	12%	?	11%	-17%	-9%	-6%	-5%
USP1 inh	-19%	-24%	4%	-12%	-10%	-18%	-5%	-24%
IDH1 R132H inh	3%	4%	-12%	11%	8%	8%	2%	2%
RGS4 inh	-9%	-4%	-10%	16%[11.4 µM]	29%	-12%	-24%	18%[11.4 µM]
LDHA inh	-4	-1	-7	-8	-1	-7	1	-3

Record cards, as listed above. Order of values: Vif-APOBEC3G blk, Glioma ERSR ind, Vif-A3F inh, TrxR1 substrate, rTrxR1 inhibitor, USP1 inh, IDH1 R132H inh, RGS4 inh, LDHA inh
Listed for COC(=O)C1=C(C)NC(=S)N(C(C)=O)C1c1ccccc1 (stereo not given) → -5%, -10%, 4%, 4%[57.1 µM], 3%[57.1 µM], -19%, 3%, -9%, -4
Listed for O=C(CCN1C(=O)C2CCCCC2C1=O)N1CCN(S(=O)(=O)c2c(F)cccc2F)CC1 (stereo not given) → -5%, 1%, -7%, 9%[57.1 µM], 12%, -24%, 4%, -4%, -1
Listed for Cc1ccc(NC(=O)c2oc(=O)c3ccccc3c2-c2ccccc2)c(C)c1 → 0%, -3%, 3%, -9%, -6%, -5%, 2%, -24%, 1

The listing continues.
(33) O=[N+]([O-])c1ccc(O)c(-c2cc(C(F)(F)F)nc(-c3ccccc3)n2)c1
(34) CC1CCN(C(=O)C2CC(c3ccc(F)cc3)=NO2)CC1 (stereo not given)
(35) O=C(C[C@@H]1C/C=C\CC[C@H](Cc2ccc(F)cc2)C(=O)OC[C@@H]2CCCN2C1=O)NCCO
(36) CCCNC(=O)C1CCC(Cn2c(=O)c3sccc3n(CC(=O)Nc3ccccc3C)c2=O)CC1 (stereo not given)
(37) Cc1nc(SCC(=O)NCC2CCCO2)[nH]c(=O)c1C (stereo not given)
(38) CC(C)(C)c1ccccc1OCCCCCn1ccnc1
(39) CC(=O)c1ccc(S(=O)(=O)NC2CC(=O)N(c3cccc(F)c3)C2)cc1 (stereo not given)
(40) Cn1nc(C(C)(C)C)cc1NC(=O)Nc1cc(Cl)cc(Cl)c1
screen / no.	33	34	35	36	37	38	39	40
Vif-APOBEC3G blk	-1%	1%	0%	-5%	0%	6%	-5%	-5%
Glioma ERSR ind	-7%	?	-2%	-1%	-2%	-6%	-4%	-2%
Vif-A3F inh	0%	-11%	0%	5%	-8%	?	-1%	5%
TrxR1 substrate	-4%	6%	-5%	5%[57.1 µM]	-2%[57.1 µM]	-7%[57.1 µM]	0%[57.1 µM]	-21%[57.1 µM]
rTrxR1 inhibitor	13%	21%	6%	24%[57.1 µM]	0%[57.1 µM]	30%[57.1 µM]	2%[57.1 µM]	13%[57.1 µM]
USP1 inh	-7%	-11%	-15%	-15%	-6%	-13%	0%	-13%
IDH1 R132H inh	-4%	-2%	-12%	-1%	-4%	15%	-17%	5%
RGS4 inh	6%	13%	-6%	-15%	14%	-52%	4%	-34%
LDHA inh	0	-9	1	-7	-3	-19	-6	7
